Compound activity as filed in PubChem BioAssay.
TSHR antagonist: blocks TSH signaling through the human TSH receptor; P16473; TSHR-expressing cells, TSH-stimulated cAMP HTRF, 2 h; active compounds read low; activity change, negative = inhibition, % at 11.5 µM; 330,000 tested, 0.2% active; AID 504810;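 active = activity change below a set negative limit, meaning inhibition stronger than a set level, cut at about -70% in these data; inconclusive = activity change between two set negative limits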; also: % is scaled to controls: 0 for no effect and ±100 for the full control effect
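Antagonism was scored as loss of TSH-driven cAMP in TSHR cells, stimulated with 4nM TSH (EC80) for 2 hours at 37 deg C and detected by homogeneous HTRF competition immunoassay.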
AT treatment: candidate therapy for ataxia-telangiectasia; […] A-T fibroblasts, KAP-1 phosphorylation AlphaLISA; neocarzinostatin DNA damage 30 min before lysis; Potency, µM (highest dose often 57.5 µM), for inactives: top-dose activation, actives largely listed as activators; 320,000 tested, 0.19% active; also: potency is read from the fitted curve at half-maximal effect; % of control where 0% means no effect; nearly all actives have a fitted effect of over 45% in size
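hTERT-immortalized A-T patient fibroblasts ([…]), 500 cells/well in OPTI-MEM, 1% FBS, got compounds for 60 min, then NCS for 30 min at 37C. Lysates were then assayed for phospho-KAP-1 by AlphaLISA (anti-pKAP1 donor, anti-KAP1 acceptor beads), 6 hr at 25C.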
USP2a block: inhibitors of human ubiquitin-specific protease USP2a. AID 463254. Potency, µM (doses to about 38.3 µM), for inactives: at the highest dose activity change, negative = inhibition, actives largely listed as inhibitors. USP2 core, Ub-CHOP2 coupled fluorogenic reporter, 485/531. 330,000 tested, 0.01% active. O75604;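 also: potency is read from the fitted curve at half-maximal effect; plate controls were DMSO wells for no effect and full inhibition by NEM control for full effect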
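Deubiquitinase activity read as fluorescence (485/531 nm) after Ub-CHOP2 cleavage activates the enterokinase reporter on its substrate; USP2 core 10nM, Ub-CHOP2 and substrate 25nM each, 30min compound preincubation then 60min RT; data normalized to NEM, curves fitted.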
TCR act: activates T cell receptor signaling. primary human leukocytes, anti-CD3, IL-2 HTRF, 48 h. Potency, µM (titrated, usually from 9.22 µM), for the others: at the highest dose activation of IL-2 secretion, actives largely listed as activators. 330,000 tested, under 10 active. AID 504894; also: % of control where 0% means no effect
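Primary human leukocytes receive a-CD3 beads and test compound and are incubated 48 hr. Secreted IL-2 is then assayed by HTRF, measuring 665nm acceptor emission after 320nm excitation of the europium donor.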
ELG1 repair inh: ELG1-dependent DNA repair inhibition. HEK293T ELG1-luciferase reporter, luminescence, 16 h; DNA damage induced by 5-fluorouridine. Potency, µM (top dose mostly 46.1 µM), without a hit: at the top dose activity change, negative = inhibition, actives largely listed as inhibitors. 330,000 tested, 2.3% active. AID 504467; also: potency is read from the fitted curve at half-maximal effect; % is scaled to controls: 0 for no effect and ±100 for the full control effect; nearly all actives have a fitted effect of over 55% in size
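5-Fluorouridine DNA damage + compound/DMSO, 2,000 cells/well, 16 h, 37 °C/5% CO2. ONE-Glo, 30 min RT, luminescence. Readout = decrease in reporter signal.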
TRPV1 agonist: agonists of human vanilloid receptor 1 (TRPV1). Q8NER1. TRPV1-expressing cells, Fluo-8 calcium influx, agonist mode. activation, % at 8.33 µM. 320,000 tested, 0.19% active; in the data active = activation above about 80%; inconclusive = between about 30% and that limit; also: 0% is about no effect
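Cells expressing TRPV1 were dye-loaded with Fluo-8 and read kinetically: 10 s baseline, 3 min after compound (agonist portion), then 2 min after EC20 capsaicin (allosteric enhancer portion). Calcium-bound dye fluorescence at 480/520 nm.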
Mito fusion yeast: blocks mitochondrial division or promotes mitochondrial fusion | S. cerevisiae fusion-defective mutant growth rescue, CellTiterGlo 48 h | Potency, µM (highest dose often 46.1 µM), without a hit: at the top dose growth rescue (activation), usual class: activators | 320,000 tested, 0.23% active;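 also: potency is read from the fitted curve at half-maximal effect; % of control where 0% means no effect; nearly all actives have a fitted effect of over 45% in size; temperature-sensitive fusion mutants such as fzo1-1 at 37 °C on non-fermentable ethanol glycerol medium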
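Read-out: ATP-based luminescence (CellTiterGlo, 10 min ambient) reporting growth of fusion-defective ts yeast after 48 hours at 37C on glycerol/ethanol YPEG medium in the presence of compound.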
KCNH2 WT inh: KCNH2 (human, wildtype) channel inhibition | Q12809 | U2OS, BacMam KCNH2, thallium flux FluxOr; active compounds read low | activity change, % at 1.84 µM | 340,000 tested, 0.37% active | AID 720551;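 active = maximum activity change below -70%; inconclusive = maximum activity change between -70% and -50%; inactive = maximum activity change above -50%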; also: % is scaled to controls: 0 for no effect and ±100 for the full control effect
Target sequence (Q12809 whole entry, looked up): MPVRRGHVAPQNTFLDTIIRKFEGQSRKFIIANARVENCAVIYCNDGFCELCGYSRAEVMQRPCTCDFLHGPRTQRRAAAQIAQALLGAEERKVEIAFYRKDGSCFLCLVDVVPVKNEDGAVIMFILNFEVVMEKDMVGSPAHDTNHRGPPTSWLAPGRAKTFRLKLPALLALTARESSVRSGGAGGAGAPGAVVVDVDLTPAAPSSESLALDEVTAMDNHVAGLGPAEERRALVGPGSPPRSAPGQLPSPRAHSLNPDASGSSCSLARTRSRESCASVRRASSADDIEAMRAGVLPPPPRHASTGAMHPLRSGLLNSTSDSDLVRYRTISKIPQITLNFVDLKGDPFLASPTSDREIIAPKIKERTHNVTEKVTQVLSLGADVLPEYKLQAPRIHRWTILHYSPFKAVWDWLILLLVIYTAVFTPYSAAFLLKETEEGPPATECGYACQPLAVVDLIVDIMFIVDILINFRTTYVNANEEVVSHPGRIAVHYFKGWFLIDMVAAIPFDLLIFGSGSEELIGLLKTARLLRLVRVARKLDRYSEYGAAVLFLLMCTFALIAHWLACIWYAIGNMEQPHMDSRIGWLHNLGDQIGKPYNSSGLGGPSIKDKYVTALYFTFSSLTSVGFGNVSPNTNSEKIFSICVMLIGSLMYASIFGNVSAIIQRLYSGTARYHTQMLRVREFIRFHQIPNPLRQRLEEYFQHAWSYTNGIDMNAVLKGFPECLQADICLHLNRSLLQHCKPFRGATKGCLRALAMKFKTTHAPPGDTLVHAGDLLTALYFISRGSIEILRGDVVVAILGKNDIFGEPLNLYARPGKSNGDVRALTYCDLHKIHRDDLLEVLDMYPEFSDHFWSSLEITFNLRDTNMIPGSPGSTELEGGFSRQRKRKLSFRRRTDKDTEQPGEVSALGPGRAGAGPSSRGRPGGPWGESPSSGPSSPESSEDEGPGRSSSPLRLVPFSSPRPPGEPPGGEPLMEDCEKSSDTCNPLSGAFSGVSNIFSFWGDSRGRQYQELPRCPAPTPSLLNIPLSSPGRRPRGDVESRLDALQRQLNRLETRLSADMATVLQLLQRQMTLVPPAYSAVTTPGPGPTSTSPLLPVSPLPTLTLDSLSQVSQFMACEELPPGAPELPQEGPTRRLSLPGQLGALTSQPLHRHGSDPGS
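U2OS cells were transduced with wild-type KCNH2 virus (2.03 x 10^8 / mL) for 4 h at room temperature, then cultured overnight at 37 C. Thallium flux was read with FluxOr dye. Rate constants were normalized to DMSO controls.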
Eya2 phos inh: inhibitors of human Eya2 phosphatase activity; O00167; recombinant Eya2, OMFP fluorescence dephosphorylation (OMFP is methylfluorescein phosphate); Potency, µM (top dose mostly 76.9 µM), inactives show top-dose activity, negative = inhibition, most hits filed as inhibitors; 330,000 tested, 0.006% active; also: potency is read from the fitted curve at half-maximal effect; % is scaled to controls: 0 for no effect and ±100 for the full control effect
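Eya2 (0.2 uM) preincubated 10 min at ambient with compound, then OMFP substrate added at 50 uM; 10 min reaction in 50 mM HEPES pH 7.5, 50 mM NaCl, 5 uM MgCl2, 0.05% BSA, 1 mM DTT. Fluorescence read at Ex 485/Em 525 nm.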
KCNH2 3.1 inh: inhibitors of human KCNH2 3.1 potassium channel isoform | U2OS KCNH2 3.1, thallium flux FluxOr; active compounds read low | activity change, % (tested at about 1.8 µM) | 340,000 tested, 0.95% active | AID 720553;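 active = maximum activity change below -70%; inconclusive = maximum activity change from -70% to -50%; inactive = maximum activity change above -50%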;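 also: thallium influx rate constant from kinetic fluorescence after stimulation buffer; % is scaled to controls: 0 for no effect and ±100 for the full control effect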
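Thallium flux read-out: FluxOr dye with Red40 quencher in HBSS/HEPES, 45 min at RT. Rate constants from kinetic reads were normalized to positive and negative DMSO controls. Cells: U2OS virally expressing the 3.1 isoform.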
* = called active by the depositor; ? = inconclusive; nt = not tested or not shown; [ ] = dose if it differs, or a comment. Unless noted, calls follow the shape of the dose curve; as a rule, active = well fitted curve in the direction sought with a large enough effect; inconclusive = small, poorly fitted or top-dose-only effect, or another doubt; inactive = no such curve, though single readings can be large; an effect the other way counts as inactive or inconclusive.

compound | TSHR antagonist | AT treatment | KCNH2 3.1 inh | USP2a block | TRPV1 agonist | Mito fusion yeast | ELG1 repair inh | Eya2 phos inh | KCNH2 WT inh | TCR act
CCCc1cc2c(cc1NC(=O)c1ccco1)OCO2 | 0 | -2% | 7 | 0% | -1 | 6% | 2% | -24% | -5 | -3%
COc1ccc(C(=O)Nc2ccc(Br)cc2F)cc1S(=O)(=O)N1CCCC1 | -19 | -1% | -13 | 0% | -8 | -8% | -13% | -26% | -7 | 8%
CC(=O)O[C@@]1(C)C[C@@H](O)[C@]2(O)C=CO[C@@H](O[C@@H]3O[C@H](CO)[C@@H](O)[C@H](O)[C@H]3O)[C@@H]21 | 16 | 10% | 3 | 1% | -1 | -1% | 8% | 4% | -8 | -5%
Cc1ccccc1C(=O)NC1CCN(C(=O)Nc2ccccc2Cl)CC1 | 11 | 3% | 5 | 1% | -1 | 21% | 14% | -1% | 2 | -5%
O=C(Nc1nccs1)c1ccc(S(=O)(=O)N2CCOCC2)cc1 | 6 | -1% | 4 | 10% | 5 | 2% | -3% | 4% | -4 | 2%
Cc1c(C(=O)NCCC2=CCCCC2)sc2ncnc(N3CCCCC3C)c12 (centres undefined) | 24 | 6% | -2 | -1% | ? | 11% | ? | -9% | -4 | -4%
Cc1oc2c(cc(NS(=O)(=O)c3ccc(Cl)cc3)c3ccccc32)c1C(=O)O | -12 | 6% | 3 | 4% | 0 | -2% | -2% | 2% | 2 | -1%
O=c1[nH]c2ccccc2n1CCCOc1ccccc1 | -7 | 1% | -14 | 1% | 27 | 6% | ? | 0% | 3 | 4%
Cn1c(C(=O)N2CCN(C3CCCCC3)CC2)cc2c(=O)n(C)c3ccccc3c21 | 5 | 19% | nt | ? | 0 | -6% | 10% | -5% | nt | nt
CN=c1scc(C)n1/N=C/c1ccc(O)c(O)c1O | -11 | 0% | 11 | 4% | 3 | 3% | ? | -14% | -4 | -1%
CCOC(=O)c1c(NC(=O)c2ccc(N3CCOCC3)c([N+](=O)[O-])c2)sc(C)c1C | 12 | 3% | nt | 1% | -7 | 0% | -6% | 13% | nt | nt
CN1C/C(=C/c2ccncc2)C(=O)/C(=C/c2ccncc2)C1 | 17 | 5% | 9 | 1% | -1 | -35%[inhibitor] | ? | 3% | -1 | -3%
COc1ccccc1-c1cc(-c2ccccc2)nc(SCC(=O)O)c1C#N | -16 | -15% | 0 | -1% | -3 | -1% | 2% | -3% | 11 | 2%
NS(=O)(=O)c1ccc(CNC(=O)Cn2nc(C(F)F)cc2C(F)F)cc1 | -4 | 12% | 9 | 0% | 1 | 2% | 18% | 4% | 6 | -6%
Cc1cc(C(=O)N/N=C/C=C/c2ccccc2)c(C)o1 | -4 | -1% | -5 | 5% | 5 | -7% | -1% | -3% | 4 | 5%[46.1 µM]
COc1ccc(C2/C=C\CN(C(=O)C3CCCC3)CC(=O)N2Cc2ccc(F)cc2)cc1 (centres undefined) | 2 | 14µM* | 8 | 8% | -6 | 20% | 2% | -9% | 15 | -2%

Record cards (already shown). Values in the order: TSHR antagonist, AT treatment, KCNH2 3.1 inh, USP2a block, TRPV1 agonist, Mito fusion yeast, ELG1 repair inh, Eya2 phos inh, KCNH2 WT inh, TCR act
Results for Cc1cc(C(=O)N/N=C/C=C/c2ccccc2)c(C)o1 : -4, -1%, -5, 5%, 5, -7%, -1%, -3%, 4, 5%[46.1 µM]
Results for Cn1c(C(=O)N2CCN(C3CCCCC3)CC2)cc2c(=O)n(C)c3ccccc3c21 : 5, 19%, nt, ?, 0, -6%, 10%, -5%, nt, nt

Going on with the list:
compound | TSHR antagonist | AT treatment | KCNH2 3.1 inh | USP2a block | TRPV1 agonist | Mito fusion yeast | ELG1 repair inh | Eya2 phos inh | KCNH2 WT inh | TCR act
Cc1cc(NC(=O)CSc2nc3c([nH]c4ccccc43)c(=O)n2-c2cccc(C(F)(F)F)c2)no1 | -1 | 1% | -20 | 2% | 0 | -2% | ? | -31% | -3 | -6%[46.1 µM]
Clc1cnc(N/N=C/c2ccco2)c(Cl)c1 | 26 | -6% | -2 | 0% | -11 | 0% | ? | 1% | -4 | 8%[46.1 µM]
CCc1nc(N)nc2c1C(=O)CC(C)(C)C2 | 6 | 1% | 0 | 0% | -1 | 0% | 1% | -3% | -7 | 3%
CCOCCCNC(=O)C(c1ccccc1)N(Cc1ccc2c(c1)OCO2)C(=O)CNC(C)=O (centres undefined) | -4 | -5% | -19 | 0% | 0 | -6% | 11% | -1% | -3 | -9%
COCC(=O)Nc1ccccc1C(=O)NC(C)C | -8 | nt | 4 | 2% | 0 | -1% | 9% | -8% | -20 | 5%
Cc1ccccc1NC(=O)C1CCC(C)(C(=O)O)C1(C)C (centres undefined) | 6 | 3% | 1 | -2% | 9 | -3% | 5% | -8% | -6 | -136%
Cc1cc(NC(=O)CSc2nnc(Cc3cccn3C)n2CCc2ccccc2)no1 | -2 | 3% | -2 | 0% | 13 | -4% | -1% | 2% | -20 | -1%[46.1 µM]
Cc1oc2cc(Br)c(O)c(Br)c2c1-c1ccccc1 | -10 | 28% | 5 | 2% | -1 | -81%[inhibitor] | ? | -6% | -17 | 1%
CCCCNc1c(N)n(CCC)c(=O)[nH]c1=O | 17 | 10% | -9 | 4% | 2 | 3% | 5% | 12% | -2 | 2%
COc1ccc2c(c1)cc(C)c1nnc(SCC(=O)N(C)c3nc(-c4ccccc4)cs3)n12 | 2 | -3% | -21 | 4% | 0 | 4% | 1% | 17% | -10 | -1%
COc1ccc(NC2CC(=O)NC2=O)cc1 (centres undefined) | 9 | -5% | -1 | 0% | nt | 0% | 8% | 10% | -9 | 13%
CCOc1ccc(C(=O)COc2ccc(NC(C)=O)cc2)cc1 | 10 | 4% | -3 | -6% | 5 | 0% | 14% | -3% | -4 | -3%
COC(=O)c1ccc(COc2cc(C)ccc2C)o1 | 4 | -4% | 14 | 6% | 6 | 0% | 0% | -7% | 12 | 2%
CC(C(=O)N1CCc2ccccc21)n1cccc1 (centres undefined) | 37 | 1% | 19 | 1% | 2 | 0% | 7% | -1% | 1 | -2%
COc1cc(S(=O)(=O)N2CCN(c3ccc(F)cc3)CC2)ccc1Cl | 0 | 4% | 8 | -7% | 17 | 4% | 1% | 14% | 3 | -3%
CC(=O)Nc1ccc(C(=O)Nc2cccc(S(=O)(=O)NC3=NCCC3)c2)cc1 | -6 | -3% | -4 | 2% | -6 | 0% | 2% | -20% | -1 | 0%

Some of these compounds in order of their number in Eya2 phos inh, highest first:
Molecule | Eya2 phos inh
COc1ccc2c(c1)cc(C)c1nnc(SCC(=O)N(C)c3nc(-c4ccccc4)cs3)n12 | 17%
COc1cc(S(=O)(=O)N2CCN(c3ccc(F)cc3)CC2)ccc1Cl | 14%
CCCCNc1c(N)n(CCC)c(=O)[nH]c1=O | 12%
COc1ccc(NC2CC(=O)NC2=O)cc1 (centres undefined) | 10%
CCOc1ccc(C(=O)COc2ccc(NC(C)=O)cc2)cc1 | -3%
COC(=O)c1ccc(COc2cc(C)ccc2C)o1 | -7%
CC(=O)Nc1ccc(C(=O)Nc2cccc(S(=O)(=O)NC3=NCCC3)c2)cc1 | -20%

Remaining list, next part:
compound | TSHR antagonist | AT treatment | KCNH2 3.1 inh | USP2a block | TRPV1 agonist | Mito fusion yeast | ELG1 repair inh | Eya2 phos inh | KCNH2 WT inh | TCR act
COc1cc(C2CC(=O)c3cnc(N)nc3C2)cc(OC)c1OC (centres undefined) | 6 | -2% | 10 | 3% | -1 | 1% | 8% | -6% | 4 | 7%
O=C(Nc1ccc2snnc2c1)N1CCCCC1 | 6 | 5% | -9 | 1% | ? | -4% | ? | 4% | -5 | -20%
O=C(N[C@H]1C/C=C\C[C@H](CC(=O)N(CCO)Cc2ccccc2)C(=O)NC[C@H](c2ccccc2)OC1=O)OCC1c2ccccc2-c2ccccc21 | -11 | -8% | nt | 3% | nt | nt | -3% | 12% | nt | 5%
O=C(Cn1nc(-c2cccc(Cl)c2)ccc1=O)Nc1cccnc1 | 13 | nt | -4 | -2% | -3 | -3% | -22% | -18% | -5 | nt
O=C(NCCS(=O)(=O)N1CCN(c2ccc(F)cc2)CC1)C1CC(=O)N(c2ccccc2)C1 (centres undefined) | 2 | -2% | -23 | 2% | -4 | 1% | 0% | 1% | -12 | -7%
Cc1[nH]n(C(N)=S)c(=O)c1N=Nc1ccc2ccccc2c1 | -2 | -11% | 17 | 2% | 3 | 26% | ? | 5% | 2 | 0%
CCN1CCN(CC(O)COc2cccc(OC)c2)CC1 (centres undefined) | -1 | -2% | 1 | -1% | 1 | 0% | 2% | 6% | 2 | 2%
CCS(=O)(=O)c1ccc2c(c1)N(S(C)(=O)=O)CC(C(=O)NCCOC)O2 (centres undefined) | 11 | 5% | -19 | 2% | 1 | -1% | 5% | -3% | -8 | 3%
COC(=O)CSc1cc(C)nc(SC)n1 | -3 | -3% | -38 | 4% | -2 | -1% | 5% | -11% | 1 | 3%

Some of the compounds tested; count on the stated rates, not on these rows.
